Rtt109 Vps75: inhibitors of C. albicans Rtt109/Vps75 HAT, primary screen, biochemical, ThioGlo CoA-SH fluorescence, plate reader | Histone acetyltransferase RTT109 (Candida albicans (strain SC5314 / ATCC MYA-2876)), … | purified Rtt109/Vps75, 4 h | inhibition, % at 34.9 µM | 330,000 compounds, 0.16% hits | AID 540336, 2011;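 active means inhibition of at least 50% in every replicate; inconclusive means best replicate reaches 50% inhibition but some replicates fall short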
Target sequence (Q5AAJ8 whole entry, looked up): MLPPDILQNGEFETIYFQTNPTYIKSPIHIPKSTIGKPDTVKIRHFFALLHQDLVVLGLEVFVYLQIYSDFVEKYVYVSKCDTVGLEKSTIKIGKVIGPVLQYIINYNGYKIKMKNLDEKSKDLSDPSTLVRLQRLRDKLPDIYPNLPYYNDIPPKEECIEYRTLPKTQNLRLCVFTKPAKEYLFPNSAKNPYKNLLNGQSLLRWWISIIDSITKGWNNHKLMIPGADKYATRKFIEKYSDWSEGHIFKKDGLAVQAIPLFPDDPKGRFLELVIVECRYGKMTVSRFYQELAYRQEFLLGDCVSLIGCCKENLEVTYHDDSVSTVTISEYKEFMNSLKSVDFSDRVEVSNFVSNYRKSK
PfHsp90 yeast 2: growth inhibition of PfHsp90-expressing yeast, primary screen, antimalarial PfHsp90 inhibitor project, S. cerevisiae, BacTiter-Glo luminescence, single point, set 2; BacTiter-Glo ATP, 48 h; yeast lacking PDR1 and PDR3 efflux regulators; inhibition, % at 9.4 µM; 310,000 compounds, 0.32% hits; AID 504621, 2011;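 active means every replicate shows inhibition above about 80%, whatever the replicate mean, limit read from the data; inconclusive means mean inhibition reaches the set limit but some replicate falls short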;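 further: 0% = DMSO neutral controls and 100% = 20 µM radicicol positive controls; yeast relying on Plasmodium falciparum Hsp90 in place of its own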
dFosB act: activators of delta FosB homodimer, primary screen, biochemical, fluorescence polarization, TAMRA-CDK5 oligo, single point | purified delta FosB; percent of positive-control signal above neutral wells | activation, % at 25 µM | 340,000 compounds, 0.99% hits;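 active means mean activation above about 17%, with every replicate also reaching it, limit read from the data, passing the limit was not always enough; inconclusive means only one of the two conditions met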;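 further: fluorescence polarization rise as delta FosB binds a TAMRA Cdk5 AP-1 oligo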
RTF Ca sens act: cardiac RTF calcium sensitivity activators, primary screen, biochemical, IANBD-TnC fluorescence, EC20 calcium; Troponin I, cardiac muscle (Homo sapiens) + Troponin T, cardiac muscle (Homo sapiens) + …; AID 493008, 2010; activation, % at 7.2 µM; 340,000 compounds, 0.24% hits; IANBD-labeled TnC RTF fluorescence at EC20 calcium; 0% EC20 calcium, 100% full calcium;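 active means activation above the mean over all tested compounds plus 3 SD, cut at about 30% in these data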;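 further: rise in fluorescence read as greater calcium sensitivity of cardiac thin filaments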
PvdQ acylase: P. aeruginosa PvdQ acylase inhibitors, primary screen, biochemical, fluorescence, plate reader and imaging, single point; 340,000 compounds, 0.063% hits; purified PvdQ acylase; inhibition, % at 10 µM; AID 488965, 2010; in the data active means inhibition above about 30%, passing the limit was not always enough; inconclusive means no clear call, values can overlap the other calls;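 further: 0% = vehicle neutral wells and 100% = reference inhibitor wells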
NSD2 inh: NSD2 histone methyltransferase inhibitors, primary screen, biochemical, AlphaScreen, single concentration, set 2. NSD2 peptide methylation, 120 min. inhibition, % at 12.5 µM. 310,000 compounds, 0.54% hits. AID 743445, 2014; in the data active means inhibition above about 50%
LANA DNA inh: inhibitors of KSHV C-LANA binding to DNA, primary screen, biochemical, fluorescence polarization, FAM-LBS DNA, MBP-C-LANA, single point. Kaposi's sarcoma herpesvirus LANA C-terminal domain (residues 932-1162) DNA binding. inhibition, % at 9 µM. 340,000 compounds, 0.078% hits;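 active means highest replicate inhibition at or above 60% at 9 µM, even if other replicates fall short; inactive means all replicates below 60% inhibition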;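 further: 0% = neutral control wells and 100% = 4 µM acridine orange control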
Keap1 Nrf2 FP: Keap1-Nrf2 protein-protein interaction inhibitors, primary screen, biochemical, fluorescence polarization, single point | Kelch-like ECH-associated protein 1 (Homo sapiens), Q14145 | Keap1 Kelch-Nrf2 peptide fluorescence polarization, 1536-well | inhibition, % at 9.4 µM | 340,000 compounds, 0.15% hits; in the data active means inhibition above about 12%; inconclusive means no clear call, values can overlap the other calls; inactive means below about 7.3%;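 further: human Keap1 Kelch domain with fluorescein labeled Nrf2 9mer peptide probe; 0% = neutral control wells and 100% = peptide positive control; higher means more block of Keap1 binding to Nrf2 peptide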
Target sequence (Q14145 whole entry, looked up, the tested form may be a part): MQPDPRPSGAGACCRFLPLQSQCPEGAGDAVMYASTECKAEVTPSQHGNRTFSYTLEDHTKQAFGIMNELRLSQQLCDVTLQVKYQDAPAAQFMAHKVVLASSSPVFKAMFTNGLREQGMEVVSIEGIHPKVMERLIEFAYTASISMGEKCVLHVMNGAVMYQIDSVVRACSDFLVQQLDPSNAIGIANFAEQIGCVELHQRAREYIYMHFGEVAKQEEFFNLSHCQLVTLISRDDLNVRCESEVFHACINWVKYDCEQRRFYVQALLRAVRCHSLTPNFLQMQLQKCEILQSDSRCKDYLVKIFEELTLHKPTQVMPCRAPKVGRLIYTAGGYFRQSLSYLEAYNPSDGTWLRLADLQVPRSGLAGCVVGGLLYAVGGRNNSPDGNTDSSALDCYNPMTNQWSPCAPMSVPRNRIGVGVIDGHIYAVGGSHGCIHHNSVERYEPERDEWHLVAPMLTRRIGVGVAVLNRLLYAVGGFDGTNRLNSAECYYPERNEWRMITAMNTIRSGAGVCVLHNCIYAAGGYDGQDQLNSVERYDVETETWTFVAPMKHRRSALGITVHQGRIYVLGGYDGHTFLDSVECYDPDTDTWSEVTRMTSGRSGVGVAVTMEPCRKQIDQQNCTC
CDK5 inh: inhibitors of human CDK5/p35 kinase, primary screen, biochemical, single concentration. Recombinant CDK5/p35, ADP-Glo luminescence, 60 min. inhibition, % at 10 µM. 330,000 compounds, 0.01% hits. AID 488839, 2010;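 active means highest replicate inhibition of at least 50% and at least 75% of replicates reaching 50%; inconclusive means only one of the two criteria met; inactive means both criteria failed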;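 further: plate controls were DMSO neutral control for no effect and GW8510 at 10 µM for full effect; many of its hits are not listed in these tables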
Cardiac RTF inh: cardiac RTF calcium sensitivity inhibitors, primary screen, biochemical, IANBD-TnC fluorescence, EC70 calcium. IANBD-labeled cardiac RTF, Ca2+ fluorescence. inhibition, % at 7.15 µM. 340,000 compounds, 0.12% hits;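 active means inhibition above the mean inhibition of all tested compounds plus 3 SD, cut at about 17% in these data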;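 further: assay run at fixed EC70 calcium of 1.6 mM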
Mot1-301 SUMO: yeast Mot1-301 growth rescue at high temperature, primary screen, SUMOylation pathway inhibitor project, S. cerevisiae, ATP luminescence, 38.5C. S. cerevisiae Mot1-301 growth rescue; percent above DMSO median, 100 means doubled. growth rescue, % at 18.8 µM. 320,000 compounds, 1% hits. AID 2716, 2010;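 active means every valid replicate shows activation above 250% relative to neutral control wells; inactive means the rest, any valid replicate at or below 250%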;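 further: OY570 slx delta 5 strain wells were the positive control but not used for scaling; some compounds called inactive have numbers as strong as hits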
Numbers without * were called inactive; i = inactive; ? = inconclusive; . = no result given.

SMILES	Rtt109 Vps75	PfHsp90 yeast 2	dFosB act	RTF Ca sens act	PvdQ acylase	NSD2 inh	LANA DNA inh	Keap1 Nrf2 FP	CDK5 inh	Cardiac RTF inh	Mot1-301 SUMO
CCc1ccc(NC(=O)CN(c2cc(C)cc(C)c2)S(=O)(=O)c2c(C)[nH]c(=O)[nH]c2=O)cc1	15	-86	-21	-1	-2	4	0.2	-9	-8.4	-1	2
CNC(=O)c1ccc(C)c(NC(=O)C2=C(C)OCCS2)c1	-3	3	-4	1	-24	-2	0.9	0	1.9	-3	-12
CC(C)C(=O)NNC(=O)CSc1nnnn1C(C)C	-15	-47	0	5	-12	-13	1.5	-4	-3.9	-15	62
COC(CNC(=O)c1cn(C)c2ccc(S(=O)(=O)N(C)C3CCCCC3)cc2c1=O)OC	8	13	-15	-7	8	-1	-0.5	0	2.6	-4	-22
Cc1ccc(Cc2nnc3n(-c4cccc(C)c4)nc(C(=O)c4ccccc4)n3c2=O)cc1	1	.	-11	1	-6	-1	-0.6	3	1.0	-6	2
C/C(=N\Nc1cccc([N+](=O)[O-])c1)c1cc2ccccc2o1	.	4	-4	2	-5	8	1.2	-3	0.6	1	-3
N#Cc1ccccc1S(=O)(=O)N1CCN(C(=O)CN2CCCC2c2cccs2)CC1 (centres undefined)	-4	-7	-4	-1	2	-1	-1.6	-1	-0.2	3	-4
CC(C)[C@H](NC(=O)OCc1ccccc1)C(=O)OCC(=O)Nc1ccc(N2CCOCC2)cc1	-3	.	-6	-8	-13	22	-0.5	0	-4.2	-15	-19
CC(=O)NC(c1ccco1)c1cc(F)c2cccnc2c1O (centres undefined)	5	-31	-6	1	-14	.	-1.4	-3	0.6	-17	-1
COc1ccc(CCNC(=O)C(=O)c2c[nH]c3ccccc23)cc1OC	-3	-7	0	-6	-1	1	-0.5	-7	-0.4	-1	5
COc1ccc(S(=O)(=O)Nc2ccc3c(c2)CC(=O)N([C@@H](C)CO)C[C@H](C)[C@@H](CN(C)S(=O)(=O)c2ccc(F)cc2)O3)cc1	17	-21	0	-8	-3	.	-0.2	-1	-0.3	-18	-5
NNC(=O)c1ccc2ccccc2n1	-2	9	-2	3	-6	1	-3.4	-6	-2.9	-10	.
CCC(CC)C(=O)NN(C(=O)c1ccncc1)C1CC(=O)N(c2ccccc2)C1=O (centres undefined)	-5	16	2	-2	-18	-2	-2.1	-3	-1.0	-8	-7
C=CCNc1ncnc2c1ncn2C1OC(CO)C(O)C1O (centres undefined)	10	-6	-7	9	-6	-3	2.7	2	0.6	-9	0
Nc1ccc(C(=O)Nc2cccc(NC(=O)c3ccc(N)cc3)c2)cc1	-7	6	1	0	-18	2	-1.3	-3	1.9	-1	-13
CCC(=O)Nc1nonc1-c1nc2ccccc2n1CCC(C)C	1	-14	4	-1	-1	-3	1.2	-1	-0.4	-13	193
CN(C)S(=O)(=O)c1cccc(NC(=O)c2cc3c(=O)n4ccccc4nc3s2)c1	13	-2	-15	7	1	-2	-3.5	1	-0.8	12	-4
COc1cc2c(cc1NC(=O)COC(=O)/C=C/c1ccccc1)oc1ccccc12	1	2	7	0	-12	-3	-1.4	-4	1.6	4	8
Cc1cc(NC(=O)CSc2nc3c(c(=O)n2-c2ccccc2)SC(C)C3)no1 (centres undefined)	-10	17	0	1	-7	.	0.8	-2	0.8	-4	2
CCOc1ccc(NC(=S)NC23CC4CC(CC(C4)C2)C3)cc1	-9	32	0	3	-16	0	1.5	-6	0.6	0	-5
O=C(CC1SC(N2CCCCC2)=NC1=O)Nc1cccc(C(=O)Nc2ncccc2O)c1 (centres undefined)	-4	-23	-9	6	-18	9	-1.0	-7	0.7	-14	20
CCS(=O)(=O)N1CCC(C(=O)Oc2ccc(C)c(C)c2)CC1	-1	0	3	1	-10	4	2.0	-2	0.4	3	20
CCOc1ccc(CNC(=O)CCC(=O)n2ncc3ccc(Cl)cc32)cc1	-9	10	0	-1	-12	.	0.0	3	-3.5	-1	-21
CC(=O)O[C@@H]1[C@H]2[C@@H](C[C@@H](C)[C@@H]3C=CC(=O)[C@@]13C)OC(=O)[C@@H]2C	6	19	-9	9	-14	.	-1.3	-11	0.4	-12	-2
Cc1cc(/C=C(/C#N)c2cccc(F)c2)c(C)n1-c1cccnc1	.	24	-12	13	-19	.	2.5	-5	-0.9	3	5
NC(=O)CSc1nnc(-c2cccnc2)n1Cc1ccccc1	-34	-19	-1	-6	-11	4	-1.3	-7	0.7	-1	-6
CN(CC(=O)Nc1ccc(F)c(F)c1F)C(=O)C1COc2ccccc2O1 (centres undefined)	0	-3	2	-4	-12	17	1.2	-1	-2.3	1	16
CCn1nc(NC(=O)c2ccncc2)c2cc3cccc(C)c3nc21	-19	.	-11	6	2	0	-1.3	-3	1.4	3	-3
O=C(Cn1cc(C(F)(F)F)cc(Cl)c1=O)NCCc1ccc(Cl)cc1Cl	-2	8	?	-4	-14	-2	-1.2	-9	-0.9	-19	-5
CN(C)S(=O)(=O)c1cccc(NC(=S)NCc2ccco2)c1	-4	-2	-6	7	-5	7	0.1	-2	0.5	2	-4
C=CCN1N=C(/C=C/c2ccccc2)CCC1=O	2	8	1	0	2	-4	0.6	2	-0.4	-12	6
Cc1ccc(C)c(N(C(=O)Cn2nnc(-c3cccs3)n2)C(C(=O)NC2CCCC2)c2ccncc2)c1 (centres undefined)	7	-2	-6	-3	-5	15	-0.8	2	0.3	-8	1
O=C(CSc1n[nH]c(-c2ccncc2)n1)Nc1ccccn1	2	-4	-5	-3	11	2	-2.3	0	1.1	0	-8
Cc1ccc(S(=O)(=O)N2CCCN(S(=O)(=O)c3ccc4ccccc4c3)CC2)cc1	5	-32	1	-2	-10	-6	-1.3	4	0.6	-2	404
O=C(c1ccc(NS(=O)(=O)c2ccc3[nH]c(=O)[nH]c3c2)cc1)N1CCN(c2ccccc2)CC1	0	11	-6	-1	-3	12	0.8	-3	0.4	1	-15
COc1ccccc1N(CCC#N)C(=S)Nc1ccc(S(=O)(=O)N2CCOCC2)cc1	3	2	-2	4	-5	-1	-1.5	-4	-0.4	5	0
CCOc1ccc(CNC(=O)CS(=O)(=O)Cc2nc(-c3ccc(OC)cc3)oc2C)cc1	0	-4	-7	2	-12	.	-0.3	3	-0.9	-12	-18
COc1cc(CCC(=O)OCC(=O)Nc2c(F)cccc2F)cc(OC)c1OC	-2	12	-8	-6	-10	-1	1.5	0	-1.1	-3	1
Cc1c(Cc2ccccc2)c(=O)oc2cc(O)cc(O)c12	11	-4	1	3	11	-10	-1.8	-3	0.1	-6	218
O=C(/C=C1\SC(=O)NC1=O)Nc1ccc(C(=O)O)cc1	-1	-2	-9	0	-13	.	1.6	1	-0.2	-12	-4
CC(=O)c1ccc(NC(=O)N2CCN(c3ccc(C)cc3)C(C)C2)cc1 (centres undefined)	5	-1	-9	-3	-12	1	-1.2	-4	1.5	-6	5
CC1=C(C(=O)Nc2ccccc2)C(c2cc(CN3CCOCC3)cs2)C2=C(CCCC2=O)N1 (centres undefined)	11	-6	-2	-1	12	1	9.8	-1	0.6	-4	3
Cc1ccc(-c2nc3ccccc3[nH]2)cn1	7	-16	-10	1	-13	0	-1.0	1	1.7	-4	0
Cc1ccc(NC(=O)CSc2nc3ncc(Cl)cc3[nH]2)c(C)c1	-16	4	15	3	-7	-3	0.8	2	-0.4	2	5
COc1ccc([N+](=O)[O-])cc1NC(=O)C1CCCCC1C(=O)O (centres undefined)	-3	-29	4	2	-2	-2	0.3	1	-0.6	-1	16
Cn1c(=O)[nH]c(=O)c2c1nc(N1CCCCCC1)n2Cc1cccc2ccccc12	-11	-23	-6	-1	-16	-6	-1.5	0	-0.5	8	.
Cc1cc(CN(C)C(=O)c2ccc(OC3CCN(S(=O)(=O)N(C)C)CC3)cc2)n[nH]1	-10	-12	-5	1	-7	-4	-0.2	-2	3.2	-3	-12
O=C(Nc1ccc(Oc2ccsc2C(=O)O)cc1)c1ccccc1F	-3	12	-2	-6	0	-2	1.0	0	0.9	-10	-12
Cc1cc(-c2ccco2)n(CC(=O)O)n1	9	-7	-3	-5	-7	0	-0.1	-2	-1.8	-9	-12
Cc1ccc(C(=O)Nc2ccc(O)cc2C(=O)O)cc1C	23	17	3	-2	4	6	-1.6	0	-0.9	2	-13
Cn1c(CN2CCOCC2)nc2cc(NC(=O)c3ccc(F)cc3)ccc21	-12	-10	-3	-7	-1	-2	0.1	5	-1.1	-3	11
NC(=O)C1CCN(c2nc(-c3cccnc3)cs2)CC1	-3	.	33*	1	-12	.	18	13*	0.0	-9	22
Clc1ccc(-c2nnc(-c3ccccc3)c(-c3ccccc3)n2)cc1	0	-10	-1	2	15	0	1.2	3	0.0	1	6
O=C(CCC(=O)Nc1ccccc1)N/N=C/c1ccccc1F	1	11	-2	2	-6	1	0.9	-2	-3.4	-2	4
O=C(C1=COCCO1)N(Cc1nnc(-c2ccc(Cl)cc2)o1)C1CC1	-2	19	-7	11	-6	1	0.1	-1	0.0	-7	-8
Cc1cc2nc3c(=O)n(C4CCCCC4)c(=O)[nH]c3nc2cc1N	-10	9	-4	566*	4	5	97*	48*	-0.7	i	.
Cc1ccc(-c2cn(S(=O)(=O)c3cccc4nsnc34)nc2N)cc1	6	5	-1	-3	8	5	0.1	-6	1.2	-3	1
CCOc1ccc(S(=O)(=O)NNC(=O)c2cc3ccccc3o2)cc1	-3	-39	-13	0	-5	2	-1.3	-4	-0.2	-6	-1
COc1ccc(CNc2cc(C)nc3ncnn23)c(OC)c1	0	31	-14	4	-18	-2	0.5	-4	3.1	2	-8

Compounds as they come (roughly 3.2% active in at least one column).
